Assay outcomes as filed in PubChem BioAssay.
APP 5'UTR act = APP 5'UTR luciferase reporter activation | AID 1276 | activation, % at 2 µM | 190,000 tested, 1% active | SH-SY5Y APP 5'UTR luciferase reporter, luminescence; zero percent = DMSO vehicle wells;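 active = activation above a set limit, based on mean plus 3 SD of controls, cut at about 140% in these data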; also: values of inactives mirror those of a sister screen read the other way
ROMK primary = modulators of human ROMK potassium channel; B-score at 10 µM; 130,000 tested, 2% active; P48048; AID 1918; Tet-inducible ROMK, thallium flux fluorescence; actives lie on both sides;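 active = signal ratio slope over the read window, or its plate-corrected B-score, at least 3 SD from the plate mean, either direction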;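 also: B-score of the F/F0 ratio slope over 7 to 12 s after thallium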
Target sequence (P48048 whole entry, looked up): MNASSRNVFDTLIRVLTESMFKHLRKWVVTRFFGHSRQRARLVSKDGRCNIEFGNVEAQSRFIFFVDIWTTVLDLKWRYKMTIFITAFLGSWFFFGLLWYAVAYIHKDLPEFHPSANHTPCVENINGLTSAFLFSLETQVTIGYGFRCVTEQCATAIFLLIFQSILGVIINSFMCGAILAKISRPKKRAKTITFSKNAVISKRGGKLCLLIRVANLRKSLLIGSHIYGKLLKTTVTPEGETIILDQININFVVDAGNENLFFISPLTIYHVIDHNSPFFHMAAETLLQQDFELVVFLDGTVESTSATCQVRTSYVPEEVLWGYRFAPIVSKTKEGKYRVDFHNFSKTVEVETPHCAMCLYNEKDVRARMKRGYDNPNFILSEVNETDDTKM
NF-kB expr up = compounds increasing NF-kB expression in human neuronal cells; NF-kB reporter expression; active compounds read high; fold change at 12.5 µM; 190,000 tested, 1.6% active; AID 1239; in the data active = fold change above about 3.3
APP transl inh = APP translation inhibition. SH-SY5Y APP 5'UTR-luciferase reporter, luminescence. inhibition, % at 2 µM. 190,000 tested, 0.82% active. AID 1285;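 active = inhibition above a set limit, derived from the sample mean plus 3 SD, cut at about 45% in these data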; also: values of inactives mirror those of a sister screen read the other way
STAT3 blocker = inhibitors of IL-6 induced STAT3 signaling; U3A cells, IL-6 STAT3-luciferase reporter, luminescence; host cell line lacks STAT1; inhibition, % at 5.5 µM; 190,000 tested, 0.89% active; AID 862;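 active = inhibition above the mean inhibition across all screened compounds plus 3 SD, cut at about 44% in these data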;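 also: 0% = DMSO only wells and 100% = 100 µM nifuroxazide control wells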
STAT3 act = STAT3 signaling activation; AID 871; U3A cells, IL-6 STAT3-luciferase reporter, luminescence; 100% = signal with IL-6 EC80 alone; 190,000 tested, 0.91% active; activation (% of control), % at 5.6 µM;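 active = activation above the screen-wide mean of compound activation plus 3 SD, cut at about 130% in these data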;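 also: 0% = background luminescence of wells with medium and substrate only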
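Material: human STAT1-deficient U3A cells with stable STAT3-luciferase reporter / Probe or stimulus: IL-6 stimulus at 33 ng/mL final / Schedule: 1 h compound pre-exposure, 6 h IL-6 stimulation, 37 °C / Technique: luminescence / Read-out basis: percent of IL-6-only median luminescence / Control set: IL-6-only high control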
STAT1 inh = reduces IFN-gamma driven STAT1 reporter signal | NIH 3T3 STAT1-luciferase reporter, luminescence | inhibition, % at 5.5 µM | 200,000 tested, 0.35% active | AID 920;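 active = inhibition above a set limit, the mean inhibition across all tested compounds plus 3 SD, cut at about 34% in these data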;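 also: 0% = IFN-gamma with DMSO and 100% = IFN-gamma with 300 µM nifuroxazide; values of inactives mirror those of a sister screen read the other way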
FLuc inhib CS = inhibits firefly luciferase, flagging false hits in luciferase inhibition screens | P08659 | 200,000 tested, 1.5% active | ATPLite firefly luciferase biochemical luminescence, 10 min | inhibition, % at 10 µM;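 active = inhibition above about 50% when tested at 10 µM, limit read from the data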
Target sequence (P08659 whole entry, looked up): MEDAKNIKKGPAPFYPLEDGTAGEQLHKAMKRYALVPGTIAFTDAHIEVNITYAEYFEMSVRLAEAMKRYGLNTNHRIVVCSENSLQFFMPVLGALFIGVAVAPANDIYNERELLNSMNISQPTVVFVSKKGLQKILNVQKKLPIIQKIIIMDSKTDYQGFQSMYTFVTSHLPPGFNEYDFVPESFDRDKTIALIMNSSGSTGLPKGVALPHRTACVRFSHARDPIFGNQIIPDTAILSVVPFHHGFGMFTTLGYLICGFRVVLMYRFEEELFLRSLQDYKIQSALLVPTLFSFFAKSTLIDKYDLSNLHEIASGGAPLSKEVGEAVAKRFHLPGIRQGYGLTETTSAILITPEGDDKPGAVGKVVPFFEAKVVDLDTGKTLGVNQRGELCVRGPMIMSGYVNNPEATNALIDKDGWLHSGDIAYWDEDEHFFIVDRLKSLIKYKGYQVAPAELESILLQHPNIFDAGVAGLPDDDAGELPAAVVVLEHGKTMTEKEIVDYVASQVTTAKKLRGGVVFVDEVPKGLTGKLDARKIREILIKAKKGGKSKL
STAT1 act = increases IFN-gamma driven STAT1 reporter signal; AID 932; NIH 3T3 STAT1-luciferase reporter, luminescence; 100% = IFN-gamma alone, no compound; activation (% of control), % at 5.5 µM; 200,000 tested, 2.6% active;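 active = activation above the screen-wide mean activation plus 3 SD, cut at about 130% in these data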;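 also: raw ratio to IFN-gamma control signal so 100% means no change and 0% no light; values of inactives mirror those of a sister screen read the other way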
FLuc stim CS = affects firefly luciferase, flagging false hits in luciferase stimulation screens. 200,000 tested, under 10 active. activation factor at 10 µM. P08659. ATPlite luciferase biochemical, luminescence, 10 min; 0 = ATP-free wells, 1 = DMSO control;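 active = luciferase activation factor, scaled between plate controls, of at least 2 with compound at 10 µM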
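assay system = Luciferase/luciferin detection reagent, cell-free biochemical luciferase assay | also added = ATP substrate | times = 10 min post-reagent at room temperature | measured by = luminescence from luciferase reaction | measure = luciferase activation, seen as luminescence increase over controls | benchmarks = low control with PBS replacing ATP, high control enzyme plus ATP without compound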
* hit, by the source's call; . = no result given.

compound	APP 5'UTR act	ROMK primary	NF-kB expr up	APP transl inh	STAT3 blocker	STAT3 act	STAT1 inh	FLuc inhib CS	STAT1 act	FLuc stim CS
C#CCOCCOCCOCCNc1nc(N2CCN(C(=O)[C@H](CCCCN)n3cc(C(N)CO)nn3)CC2)nc(N2CCN(C(=O)[C@H](CCC(=O)O)n3cc(C(N)[C@H](C)CC)nn3)CC2)n1 (some centres not stated)	-7	.	1.3	7	.	.	-1	-9	102	1.1
CC(C)N1CC2=C(C1=O)C(c1ccc(O)cc1)NC(=O)N2C (configuration not stated)	4	0.27	0.97	-4	14	97	-6	-8	105	1.1
C=CCn1c(SCn2nnc3ccccc3c2=O)nc2scc(-c3cccs3)c2c1=O	1	0.21	1.1	-1	7	100	4	-3	96	1
CCc1nnc(NC(=O)CSc2nc3ccc(OC)cc3[nH]2)s1	-14	-0.098	1.1	14	8	97	-3	-6	102	1.1
CCOC(=O)N1CCC(NC(=O)C2CCN(c3ccc(N4CCOCC4)nn3)CC2)CC1	4	.	0.88	-4	-3	105	-4	-8	103	1.1
COc1ccc2c(=O)c(-c3nc(C)cs3)coc2c1	97	-0.27	5.9*	-96	51*	59	-16	78*	120	0.2
O=C(Nc1nc2ccccc2s1)c1ccc2c(c1)OCO2	183*	0.11	7*	-183	61*	49	-33	84*	130*	0.2
CCCn1nnc(NC(=O)c2cccc(OCc3ccccc3)c2)n1	4	.	1	-4	10	93	3	-3	98	1

compound	APP 5'UTR act	ROMK primary	NF-kB expr up	APP transl inh	STAT3 blocker	STAT3 act	STAT1 inh	FLuc inhib CS	STAT1 act	FLuc stim CS
CNC(=O)CN(Cc1ccccc1)S(=O)(=O)c1ccccc1	35	.	1.3	-35	3	103	-9	0	110	1
CCCCC(C(=O)NC(C)(C)C)N(Cc1ccco1)C(=O)c1snc(C(N)=O)c1N (configuration not stated)	7	0.5	0.85	-7	-6	103	4	-7	96	1.1
Cc1ccc(S(=O)(=O)N2CCOCC2)cc1C(=O)OCC(=O)NC1CCS(=O)(=O)C1 (configuration not stated)	-7	.	1.4	7	2	101	4	-3	97	1
CCN(CC)S(=O)(=O)c1ccc(-c2nnc(SCC(=O)Nc3ccc(OC)cc3)o2)cc1	-3	-0.038	1.1	3	3	101	7	-5	94	1.1
COCC(C)NCc1cccc2ccccc12 (configuration not stated)	6	-0.35	1.2	-6	2	101	1	-5	97	1
CS(=O)(=O)Nc1ccc(C(=O)NC2CC3CCC2C3)cc1 (configuration not stated)	-10	0.32	0.94	10	2	104	15	-4	86	1
Cc1ccc(CNc2nc3ccccc3s2)s1	182*	.	4.2*	-182	75*	40	51*	90*	53	0.1
COc1cc(C(=O)Nc2nnc(SC)s2)c([N+](=O)[O-])cc1OC	1	.	.	0	12	94	-1	-4	99	1

Arranged by length of the SMILES (ascending): nine of the compounds above
compound	APP 5'UTR act	ROMK primary	NF-kB expr up	APP transl inh	STAT3 blocker	STAT3 act	STAT1 inh	FLuc inhib CS	STAT1 act	FLuc stim CS
COCC(C)NCc1cccc2ccccc12 (configuration not stated)	6	-0.35	1.2	-6	2	101	1	-5	97	1
Cc1ccc(CNc2nc3ccccc3s2)s1	182*	.	4.2*	-182	75*	40	51*	90*	53	0.1
COc1ccc2c(=O)c(-c3nc(C)cs3)coc2c1	97	-0.27	5.9*	-96	51*	59	-16	78*	120	0.2
O=C(Nc1nc2ccccc2s1)c1ccc2c(c1)OCO2	183*	0.11	7*	-183	61*	49	-33	84*	130*	0.2
CS(=O)(=O)Nc1ccc(C(=O)NC2CC3CCC2C3)cc1 (configuration not stated)	-10	0.32	0.94	10	2	104	15	-4	86	1
COc1cc(C(=O)Nc2nnc(SC)s2)c([N+](=O)[O-])cc1OC	1	.	.	0	12	94	-1	-4	99	1
CCOC(=O)N1CCC(NC(=O)C2CCN(c3ccc(N4CCOCC4)nn3)CC2)CC1	4	.	0.88	-4	-3	105	-4	-8	103	1.1
CCCCC(C(=O)NC(C)(C)C)N(Cc1ccco1)C(=O)c1snc(C(N)=O)c1N (configuration not stated)	7	0.5	0.85	-7	-6	103	4	-7	96	1.1
Cc1ccc(S(=O)(=O)N2CCOCC2)cc1C(=O)OCC(=O)NC1CCS(=O)(=O)C1 (configuration not stated)	-7	.	1.4	7	2	101	4	-3	97	1

The list continues.
compound	APP 5'UTR act	ROMK primary	NF-kB expr up	APP transl inh	STAT3 blocker	STAT3 act	STAT1 inh	FLuc inhib CS	STAT1 act	FLuc stim CS
CCO[C@@H]1OC(C(=O)NCc2nc3ccccc3[nH]2)=C[C@H](C2CCCCC2)[C@H]1CCCO	-3	.	0.69	3	.	.	-3	-1	104	1
COCCN(Cc1cc2ccc(C)c(C)c2nc1Cl)C(=O)N1CCOCC1	2	0.24	1.1	-2	0	105	-7	2	106	1
Cc1ccc(OCCCC(=O)N2CCOCC2)c(C)c1	14	.	1.8	-14	2	102	-20	1	118	1
CN(C)S(=O)(=O)c1ccc(C(=O)N2CCN=C2SCc2cccnc2)cc1	11	-0.11	1.1	-11	10	95	3	-3	97	1
C/C(=N\OCC(=O)Nc1ccccc1C(C)(C)C)c1ccc2c(c1)OCCO2	-3	-0.29	0.92	4	3	99	4	-3	96	1
NC1=NC(=Nc2ccc(Cl)cc2)c2ccccc21	3	.	1.2	-3	6	92	-5	35	105	0.6
CCOC(=O)C1(CCSC)NC(c2ccco2)C2C(=O)N(C)C(=O)C21 (configuration not stated)	-5	0.58	1.1	5	3	100	-8	-9	107	1.1
Cc1ccc2nc(-c3ccccn3)cc(C(=O)NC(C)C(C)(C)C)c2c1 (configuration not stated)	4	-0.45	1.3	-4	4	100	0	-3	97	1

compound	APP 5'UTR act	ROMK primary	NF-kB expr up	APP transl inh	STAT3 blocker	STAT3 act	STAT1 inh	FLuc inhib CS	STAT1 act	FLuc stim CS
O=c1/c(=C/c2ccc(O)c([N+](=O)[O-])c2)sc2nc3ccccc3n12	11	1	1.1	-10	-2	109	-5	21	105	0.8
Cc1cc(/C=C(/C#N)c2nc3ccccc3[nH]2)c(C)n1-c1ccccc1C(=O)O	-9	0.62	0.98	10	12	99	-4	-3	103	1
CCC(=O)N1CCc2cc(S(=O)(=O)CCC(=O)NCCc3ccccc3)ccc21	-1	0.17	0.84	1	-6	110	1	-6	99	1.1
COc1ccc(-n2nnnc2SCC(=O)NC(=O)Nc2ccc3c(c2)OCCO3)cc1	42	-0.68	1.9	-42	-7	110	-12	4	111	1
Cc1ccc(S(=O)(=O)N(CC(=O)NCCSCc2ccco2)c2cc(C)ccc2C)cc1	-7	.	.	8	14	96	6	.	104	.
COC(=O)CSc1nc(NC(C)(C)C)nc(N(C)C)n1	-10	-0.087	1.6	10	8	100	-7	2	106	1
O=C(COC(=O)Cc1ccc(S(=O)(=O)N2CCOCC2)s1)NCc1ccc(Cl)cc1	.	0.065	0.96	.	-12	108	-7	-8	107	1.1
Cc1c(C(=O)N(C)C)c2cc(Cl)ccc2n1O	1	-1	1.2	-1	-1	105	0	-2	100	1

compound	APP 5'UTR act	ROMK primary	NF-kB expr up	APP transl inh	STAT3 blocker	STAT3 act	STAT1 inh	FLuc inhib CS	STAT1 act	FLuc stim CS
CC(=O)c1cnc(Nc2ccccc2)s1	11	-1.6	1.4	-11	6	96	-7	-2	107	1
Cn1c(=O)n(CC(=O)OCc2ccccc2)c(=O)c2c1nc1n2CCCN1C1CCCCC1	-1	-1.3	.	1	7	94	7	.	94	.
Cc1cnc(C(=O)NC(C)CCc2ccccc2)cn1 (configuration not stated)	7	0.049	1.1	-7	25	84	5	-5	94	1
Cc1cc(C)n(-c2nc(-c3cccc(Cl)c3)cs2)n1	28	0.61	2	-28	-27	128	-4	3	104	1
C/C(=C\C(=O)c1ccc(Br)cc1)Nc1ccc(Cl)cc1	29	-0.38	1.4	-29	5	99	1	9	99	0.9
CCC(c1nnc(SCC(=O)NCCc2ccc(OC)c(OC)c2)n1Cc1ccccc1)N(C)C (configuration not stated)	25	-0.38	1.1	-25	3	102	6	-4	94	1
Cc1nc(C)c(C(=O)Nc2ncc([N+](=O)[O-])s2)o1	72	0.15	1.9	-72	68*	44	30	26	72	0.7
COc1ccc(CCNC(=O)c2cccs2)cc1OC	0	-0.07	1	0	4	100	-5	-5	102	1.1

compound	APP 5'UTR act	ROMK primary	NF-kB expr up	APP transl inh	STAT3 blocker	STAT3 act	STAT1 inh	FLuc inhib CS	STAT1 act	FLuc stim CS
COc1cc(OC)c(OC)cc1CNC1CCCCCC1	11	.	1.1	-11	-3	106	2	-4	99	1
CCOc1cc(/C=N/NC(=O)C(=O)NCCCOC(C)C)cc(Br)c1O	-2	0.35	1.1	2	6	97	0	-4	100	1
CC(=O)Nc1ccc(OCC(=O)N2CCC(Cc3ccccc3)CC2)cc1	15	-0.021	0.95	-15	-2	107	2	-6	97	1.1
Cc1ccc(S(=O)(=O)N/N=C/c2cccn2-c2ccc(Cl)cc2)cc1	2	-0.002	0.98	-2	1	106	6	-3	94	1
CCC(c1nc2ccccc2c(=O)n1-c1cccnc1)N1C(=O)c2ccccc2C1=O (configuration not stated)	-7	.	1.8	7	4	99	-3	-4	103	1
Cc1ccc2nc(-c3ccncc3)cc(C(=O)NCCc3ccc(F)cc3)c2c1	1	-0.46	1.1	-1	-2	105	3	-6	95	1.1
Cc1c(NS(=O)(=O)c2ccc(NC3CCCC3)c([N+](=O)[O-])c2)c(=O)n(-c2ccccc2)n1C	7	.	0.97	-7	-3	98	2	-8	98	1.1
CCCCNC(=O)C(Cc1ccccc1)NS(=O)(=O)c1ccc2c(c1)c(=O)n(C)c(=O)n2C (configuration not stated)	18	.	0.9	-18	0	107	-4	-3	103	1
